SNCA expr inh: Primary qHTS assay for inhibitors of alpha-synuclein gene (SNCA) expression; HEK-293 SNCA-luciferase knock-in, luminescence, 24 h; hit rate 0.17% among 140,000; Potency, µM (titrated, usually from 57.2 µM), for the others: at the highest dose activity change, negative = inhibition, actives largely listed as inhibitors; AID 1671194, 2021;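 also: potency is read from the fitted curve at half-maximal effect; plate controls were DMSO cells for no effect and cell-free wells for full effect; nearly all actives have a fitted effect of over 45% in size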
IP6K1 inh: Primary qHTS assay for small molecule inhibitors of Inositol hexaphosphate kinase 1 (IP6K1). IP6K1 kinase, ADP-Glo luminescence, 2 h; active compounds read low. hit rate 0.81% among 140,000. activity change, % (series mostly up to about 58 µM). Inositol hexakisphosphate kinase 1 (Homo sapiens), Q92551; in the data active = activity change below about -25%
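ADP-Glo luminescence measures ADP made by human IP6K1 during a 2 h RT reaction with ATP/IP6 (mix at 1.3 mM/130 uM); top library doses 57.5 and 19.1 uM final.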
HEK cytotox: Cytotoxic Profiling in HEK 293 Cell Line of Diverse Libraries Using Quantitative High-Throughput Screening; HEK 293 viability, ATP luminescence (CellTiter-Glo), 48-72 h; Potency, µM (highest dose often 115 µM), without a hit: top-dose activity change, negative = cytotoxicity, actives largely listed as inhibitors; hit rate 6.6% among 94,000; AID 1345083, 2018; also: potency is read from the fitted curve at half-maximal effect; nearly all actives have a fitted effect of over 60% in size
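Cells seeded first (HEK 293, 250 cells/well), then compound added by pintool. Incubation ran 48 or 72 hr at 37 degree Celsius. CellTiter-Glo was added and luminescence imaged after 10 min at room temperature.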
3T3 cytotox: Cytotoxic Profiling in NIH 3T3 Cell Line of Diverse Libraries Using Quantitative High-Throughput Screening | NIH 3T3 viability, CellTiter-Glo ATP luminescence, 48-72 h | Potency, µM (top dose mostly 96.7 µM), inactives show at the top dose activity change, negative = cytotoxicity, hits mostly inhibitors | hit rate 4.3% among 94,000 | AID 1345082, 2018; also: potency is read from the fitted curve at half-maximal effect; nearly all actives have a fitted effect of over 55% in size
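Mouse fibroblast NIH 3T3 cells, 400 per well, received compound via pintool and were incubated for 48 or 72 hr prior to CellTiter-Glo ATP luminescence measurement.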
GPT2 inhibitor: Primary qHTS assay for inhibitors of Glutamate pyruvate transaminase 2 (GPT2) | Recombinant GPT2, coupled pyruvate oxidase/HRP Amplex Red fluorescence | Potency, µM (top dose mostly 57.7 µM), inactives show at the highest dose activity change, negative = inhibition, usual class: inhibitors | hit rate 0.25% among 100,000; also: potency is read from the fitted curve at half-maximal effect; nearly all actives have a fitted effect of over 60% in size; many of its hits are not listed in these tables
Target sequence (Q8TD30 whole entry, looked up): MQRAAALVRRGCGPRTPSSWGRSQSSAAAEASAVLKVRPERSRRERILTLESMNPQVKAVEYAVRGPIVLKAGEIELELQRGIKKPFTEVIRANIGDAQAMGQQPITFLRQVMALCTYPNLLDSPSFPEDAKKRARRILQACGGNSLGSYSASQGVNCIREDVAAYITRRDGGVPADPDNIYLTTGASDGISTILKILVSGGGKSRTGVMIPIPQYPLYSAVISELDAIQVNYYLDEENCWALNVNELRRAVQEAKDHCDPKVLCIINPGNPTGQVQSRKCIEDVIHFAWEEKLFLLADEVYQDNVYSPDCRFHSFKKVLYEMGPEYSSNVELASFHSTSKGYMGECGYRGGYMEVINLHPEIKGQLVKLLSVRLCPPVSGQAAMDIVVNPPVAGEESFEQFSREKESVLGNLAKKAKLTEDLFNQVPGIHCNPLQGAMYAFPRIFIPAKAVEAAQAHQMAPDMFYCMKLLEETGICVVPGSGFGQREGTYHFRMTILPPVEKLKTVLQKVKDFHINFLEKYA
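Recombinant GPT2 (10ng/uL) with 250uM a-KG and 2mM L-alanine, 30 min at room temperature, in HEPES pH 7.5 buffer. Pyruvate detected by pyruvate oxidase/HRP/Amplex Red fluorescence after 30 min in the dark; AOA (50uM) as positive control.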
FLuc inh: Firefly luciferase inhibition profiling of diverse chemical library using quantitative high-throughput screening. Luciferin 4-monooxygenase (Photinus pyralis), P08659. purified P. pyralis luciferase, luminescence, biochemical. Potency, µM (doses to about 115 µM), without a hit: top-dose activity change, negative = inhibition, most hits filed as inhibitors. hit rate 2.5% among 76,000. AID 1347043, 2019; also: potency is read from the fitted curve at half-maximal effect; nearly all actives have a fitted effect of over 65% in size
Target sequence (P08659 whole entry, looked up): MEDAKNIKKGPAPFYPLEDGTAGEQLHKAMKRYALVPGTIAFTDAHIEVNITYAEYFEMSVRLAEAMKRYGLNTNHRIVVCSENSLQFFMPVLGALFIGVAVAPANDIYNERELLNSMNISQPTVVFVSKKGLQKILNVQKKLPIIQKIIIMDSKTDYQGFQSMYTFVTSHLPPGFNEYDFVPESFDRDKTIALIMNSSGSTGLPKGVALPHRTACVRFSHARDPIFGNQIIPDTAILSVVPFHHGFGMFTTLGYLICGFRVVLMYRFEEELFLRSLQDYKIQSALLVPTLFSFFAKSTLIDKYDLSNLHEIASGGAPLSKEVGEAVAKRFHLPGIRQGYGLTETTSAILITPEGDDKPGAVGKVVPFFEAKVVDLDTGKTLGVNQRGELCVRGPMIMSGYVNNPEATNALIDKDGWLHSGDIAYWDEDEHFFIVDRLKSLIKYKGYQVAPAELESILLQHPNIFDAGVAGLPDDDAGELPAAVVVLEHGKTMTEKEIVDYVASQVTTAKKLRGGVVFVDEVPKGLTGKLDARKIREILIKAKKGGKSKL
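Inhibitors were tested against purified firefly luciferase in a biochemical, low-substrate format (both substrates at 10uM) and luminescence measured with a CCD imager.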
HEK293 viab: GF-AFC viability counterscreen for inhibitors of alpha-synuclein gene (SNCA) expression | Potency, µM (top dose mostly 57.1 µM), for inactives: at the highest dose activity change, negative = cytotoxicity, actives largely listed as cytotoxic | hit rate 0.12% among 150,000 | HEK-293-SNCA-luc viability, GF-AFC fluorescence, 24 h;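 also: potency is read from the fitted curve at half-maximal effect; 0% = DMSO-treated cells and -100% = medium-only wells without cells; nearly all actives have a fitted effect of over 30% in size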
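Cytotoxicity counterscreen: after 24 h compound treatment of genome-edited SNCA-luciferase HEK-293 cells, live-cell protease substrate GF-AFC read by fluorescence after 30 min; activity scaled between DMSO (0%) and medium-only (-100%), curves Hill-fitted.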
An asterisk follows results filed as active; i = inactive; u = inconclusive; x = not tested or not shown; & = joins results of further samples; [ ] = remark or other dose. Unless noted, calls follow the shape of the dose curve; as a rule, active = well fitted curve in the direction sought with a large enough effect; inconclusive = small, poorly fitted or top-dose-only effect, or another doubt; inactive = no such curve, though single readings can be large; an effect the other way counts as inactive or inconclusive. Unless noted, % is scaled to controls: 0 for no effect and ±100 for the full control effect.

SMILES | SNCA expr inh | IP6K1 inh | HEK cytotox | 3T3 cytotox | GPT2 inhibitor | FLuc inh | HEK293 viab
COCC1CN(S(=O)(=O)c2cc(Cl)ccc2OC)CC12CCNCC2 (centres undefined) | -25% | 3 | -21% | -24% | i | 14% | -17%
COc1ccc(NC(=O)C2=CC(c3ccco3)=NS(=O)(=O)N2C)cc1OC | 26% | -21 | x | x | x | x | -21%
Cc1sc2cc(C(=O)NCCN3CCOCC3)[nH]c2c1CN1CCCCC1 | 9% | 13 | -9% | -9% | -4% | 6% | 7%
O=C(C1CCCC1)N1CCCC(c2nc(C3CCOCC3)no2)C1 (centres undefined) | 6% | 19 | 16% | -10% | 0% | 4% | 8%
COCC(=O)NC[C@H]1COCc2nc3cc(C(=O)OC)ccc3n21 | 3%[87.6 µM] | -14 | -21%[172 µM] | -21%[138 µM] | u | -15%[172 µM] | 8%[87.6 µM]
COc1ccc(Cn2c(=O)c(C(=O)N3CCN(C(=O)c4ccc(C)cc4)CC3)nc3cccnc32)cc1 | -2% | 0 | u | -27% | -4% | x | 5%
COC[C@@H]1CN(C(=O)c2ccc(OC)cc2OC)C[C@H]1C(N)=O | 4% | 8 | -12% | -22% | 4% | -10% | 6%
CO[C@H]1C(=O)N(C2CCN(S(=O)(=O)c3cccc(F)c3)CC2)[C@H]1c1ccncc1 | 16% | 23 | 0% | -7% | i | 2% | 1%
CCC(=O)N1CCC2(CC1)OCC(C(=O)NCC(C)C)N2C(=O)c1cccc(OC)c1 (centres undefined) | 9% | 9 | -11% | -13% | -12% | -3% | 1%
Cc1cc(CN2CCC(Cc3ccc(F)cc3)CC2)n(C)n1 | -11% | -5 | 40µM* | u | -12% | 4% | 0%
CCC(C)NC(=O)c1ccc2c(=O)n3c(nc2c1)CCCCC3 (centres undefined) | 45%[activator] | 17 | x | x | x | x | -14%
COc1ccc(S(=O)(=O)NCCSc2nnnn2-c2ccccc2)cc1OC | 5% | -11 | x | x | x | x | -3%
CC/C=C(\C(=O)N[C@@H]1C(=O)N2C(C(=O)OCOC(=O)C(C)(C)C)=C(COC(N)=O)CS[C@H]12)c1csc(N)n1 | 23%&-14%[25.6 µM] | -19&-1 | x | x | 1% | x | -8%
O=C(NCCc1ccncc1)C1CN(C(=O)COc2ccccc2)CC12CCOCC2 (centres undefined) | 13% | 6 | i | -2% | -4% | -7% | 3%
COC(=O)[C@@H]1CN(C(=O)Nc2ccccc2)CCN1C(C)=O | u | 2 | 4%[172 µM] | 5%[174 µM] | -1%[88.5 µM] | 1%[172 µM] | 2%[87.6 µM]
Nc1nnnn1CC(=O)N1CC[C@@H]2[C@@H](CCC(=O)N2CCc2cnc[nH]2)C1 | 13% | -25 | -12% | -4% | -23%[11.5 µM] | -6% | 0%
CC#CCn1cc2c3c(cccc31)[C@H](CC(C)C)N[C@H](C(=O)NCc1ccc(OC)cc1)C2 | 5% | 8 | u | u | 3% | 0% | u
COc1ccc(N2CCN(S(=O)(=O)CCNC(=O)C(c3ccccc3)c3ccccc3)CC2)cc1 | -6% | 24 | x | x | x | x | 6%
COc1ccc(C(=O)Nc2nnc(SCc3cc(=O)c4cc(C)ccc4[nH]3)s2)cc1OC | -8% | -3 | x | x | x | x | 3%
COc1ccccc1CCNC(=O)C1CCN(c2nnc(-n3cccc3CNc3ccc(C)cc3)s2)CC1 | -14% | 48 | x | x | x | x | -15%
CCOC(=O)C1CCCN(C(=O)C2COC3(CCCCC3)N2C(=O)c2cc(F)cc(F)c2)C1 (centres undefined) | 15% | -17 | -8% | -14% | -6% | 6% | 2%
COc1ccc(CN2CCNc3cc(Nc4ccccc4)ncc3C2)cc1 | 15%[87.6 µM] | -22 | 71µM* | u | 2%[88.5 µM] | -15%[172 µM] | u
COc1ccc(-c2cc(C(F)(F)F)nc(SCCC(=O)Nc3c(C)cccc3C)n2)cc1 | -11% | 0 | x | x | x | x | u
Cn1ncc2c(NCc3ccc(F)cc3)ncnc21 | 28% | 7 | x | x | x | x | -7%
CCOC(=O)c1c(NC(=O)c2ccc(OC)c(OC)c2)sc2c1CCCCC2 | 39%[activator] | 9 | x | x | x | x | 8%
O=C(CCCn1ccnc1)N1CCC2(CCCN(C3CCCC3)C2=O)C1 (centres undefined) | 27% | 32 | -21% | -21% | -16% | 1% | -1%
C[C@H]1[C@@H]2[C@@H](O)C([C@H](C)C(=O)NCc3cccnc3)CC[C@@]2(C)CC[C@@H]1NC(=O)c1ccccc1 (some centres undefined) | 7% | 2 | -10% | -7% | 3% | -3% | -8%
Cc1nc(NCc2nc(C)c3c(n2)CCCC3)cc(C2CC(O)C2)n1 (centres undefined) | 22% | 3 | 2% | u | i | 14% | 2%
O=C(c1ccn[nH]1)N1CC=C(c2cnc3cnc(-c4ccccc4)cn23)CC1 | 3%[87.6 µM] | -12 | -21%[172 µM] | 22µM* | -8%[88.5 µM] | -2%[172 µM] | -3%[87.6 µM]
CNC(=O)[C@@H]1C[C@@H](O)CN1C1CCN(C(=O)c2ccc3ccccc3n2)CC1 | 0% | 4 | 0% | i | -25% | -1% | -4%

Complete entries, quoted from the list. Screens in order: SNCA expr inh	IP6K1 inh	HEK cytotox	3T3 cytotox	GPT2 inhibitor	FLuc inh	HEK293 viab
Record of Cn1ncc2c(NCc3ccc(F)cc3)ncnc21 : 28%	7	x	x	x	x	-7%
Record of Cc1nc(NCc2nc(C)c3c(n2)CCCC3)cc(C2CC(O)C2)n1 (centres undefined) : 22%	3	2%	u	i	14%	2%

(listing goes on)
SMILES | SNCA expr inh | IP6K1 inh | HEK cytotox | 3T3 cytotox | GPT2 inhibitor | FLuc inh | HEK293 viab
Cc1ccsc1C(=O)N1CCc2nnc([C@@H]3C[C@@H](O)CN3C)n2CC1 | -12% | 2 | 2% | i | i | -5% | 12%
CCC(=O)N(C1CCOCC1)C1CCN(S(=O)(=O)c2ccc(F)c(Cl)c2)CC1 | 6% | -13 | -11% | u | 4% | -7% | 5%
CC1=C(c2ccc(C)cc2)S(=O)(=O)N(Cc2ccc(C(=O)NCc3ccccc3)cc2)C1=O | 18% | 19 | x | x | x | x | 5%
CS(=O)(=O)N1CCCN(C2CCOCC2)CCNC(=O)CC1c1ccccc1 (centres undefined) | 9% | -1 | -8% | 0% | i | 9% | 7%
CC(C)n1cc(CN2CCC3(CC2)CC(C(=O)N2CCOCC2)N(C)C3)c2ccccc21 (centres undefined) | u | 12 | u | u | i | 3% | -8%
COc1ccc(CN[C@H]2[C@H](O)[C@H](O)C[C@@H]2c2ccc(C(F)(F)F)nc2)cc1 | -9%[87.6 µM] | 7 | -9%[172 µM] | -3%[138 µM] | -1%[88.5 µM] | -7%[172 µM] | -28%[87.6 µM]
Cc1ccccc1CN1CCc2nc(N(C)Cc3cccnc3)[nH]c(=O)c2CC1 | 3% | 0 | u | -23% | i | 7% | 3%
CNC(=O)[C@@H]1C[C@H](Oc2ccccc2)CN1C(=O)Cn1nc(C(F)(F)F)cc1C | -21% | 7 | -2% | -18% | i | 0% | -17%
CN(CCNC(=O)CCC[C@H]1NC[C@@H]2CC1CN(Cc1ccccc1)C2)C1CCCCC1 | 5% | 10 | -7% | -5% | 4% | 3% | 0%
CCOC(=O)[C@H]1[C@@H](O)C(=O)N(Cc2ccccc2)C12CCN(C(=O)CC1CCCC1)CC2 | x | -4 | -2% | u | x | x | x
Cn1cnc2cc(-c3ccc(CO)cc3)cc(C(=O)NCc3cccnc3)c21 | 52%[activator][87.6 µM] | 37 | -23%[172 µM] | u | -23%[88.5 µM] | -1%[172 µM] | 5%[87.6 µM]
CCC(CC)C(=O)N[C@H]1CCN2C(=O)c3cc(-c4cccs4)ccc3NC(=O)[C@@H]2C1 | -11%[87.6 µM] | 8 | 2%[172 µM] | -23%[174 µM] | u | -4%[172 µM] | 6%[87.6 µM]
O=c1[nH]c2cc([N+](=O)[O-])c([N+](=O)[O-])cc2[nH]c1=O | 2% | x | x | x | -4% | x | 5%
Cc1nc(-c2ccc(Cl)cc2)sc1CCNC(=O)Cc1ccc(F)cc1 | u | -3 | x | x | x | x | -1%
C=C(C)C(=O)O[C@H]1[C@H]2C(=C)C(=O)O[C@@H]2C[C@@H](C)[C@@H]2O[C@@H]2C(=O)[C@](C)(O)[C@@H]1OC(C)=O | x | -7 | x | x | i | x | u

A stretch from further up, for reference:
SMILES | SNCA expr inh | IP6K1 inh | HEK cytotox | 3T3 cytotox | GPT2 inhibitor | FLuc inh | HEK293 viab
Cc1ccsc1C(=O)N1CCc2nnc([C@@H]3C[C@@H](O)CN3C)n2CC1 | -12% | 2 | 2% | i | i | -5% | 12%
CCC(=O)N(C1CCOCC1)C1CCN(S(=O)(=O)c2ccc(F)c(Cl)c2)CC1 | 6% | -13 | -11% | u | 4% | -7% | 5%

Returning to the listing, repeating the 2 entries before the break.
SMILES | SNCA expr inh | IP6K1 inh | HEK cytotox | 3T3 cytotox | GPT2 inhibitor | FLuc inh | HEK293 viab
Cc1nc(-c2ccc(Cl)cc2)sc1CCNC(=O)Cc1ccc(F)cc1 | u | -3 | x | x | x | x | -1%
C=C(C)C(=O)O[C@H]1[C@H]2C(=C)C(=O)O[C@@H]2C[C@@H](C)[C@@H]2O[C@@H]2C(=O)[C@](C)(O)[C@@H]1OC(C)=O | x | -7 | x | x | i | x | u
COc1ccc(Nc2ncncc2-c2nc(-c3ccccc3)no2)cc1OC | -7% | -20 | -8% | -2% | i | -8% | 9%
Cc1ccc(CCNC(=O)c2ccc(NC(=O)N3CC(C)Sc4ccccc43)cc2)cc1 (centres undefined) | 14% | 13 | x | x | x | x | 14%
O=C(Nc1ccc2c(N3CCCCC3)ncnc2c1)C1CCC1 | 0% | 10 | u | u | i | -10% | -16%
Cc1cc(CNC(=O)c2ccncc2)c2[nH]c(-c3ccccc3)c(C)c2c1 | 36%[activator] | -18 | 14µM* | 32µM* | 3%[11.5 µM] | u | -8%
O=C(NCC1CCCCC1)c1noc(-c2ccc[nH]c2=O)n1 | -20% | 5 | 15% | 4% | u | -7% | 5%
O=C(Cc1ccccc1F)N1CCCC(Cc2nncn2Cc2ccccc2)C1 (centres undefined) | 33%[activator] | 16 | -7% | -21% | i | x | -3%
CCC(=O)N1Cc2ccccc2CC2(CCN(Cc3ccc(O)cc3)C2)C1 (centres undefined) | -17% | 1 | u | -23% | i | x | -2%
Cn1nc2n(c1=O)CCC(NS(=O)(=O)c1ccc3c(c1)OCCO3)CC2 (centres undefined) | -22% | -7 | 5% | -9% | -5% | -13% | 3%
CCNC(=O)c1cc2n(n1)CCCN(Cc1ccc(C)cc1)C2=O | 24% | -3 | x | x | x | x | 7%
COc1cccc(C(=O)N2CCC(CCOc3ccc(F)cc3)C2)c1 (centres undefined) | -22% | -2 | u | u | i | x | -8%

The list is partial; count on the stated rates, not on these rows.
